Compound activity: PubChem, National Center for Advancing Translational Sciences (NCATS)
IP6K1 inhibitor: IP6K1 kinase inhibition; activity change, % (series mostly up to about 58 µM); AID 1645851; IP6K1 kinase, ADP-Glo luminescence, 2 h; stronger effect = lower value; hit rate 0.81% among 140,000; Q92551; in the data active = activity change below about -25%
Target sequence (Q92551 whole entry, looked up): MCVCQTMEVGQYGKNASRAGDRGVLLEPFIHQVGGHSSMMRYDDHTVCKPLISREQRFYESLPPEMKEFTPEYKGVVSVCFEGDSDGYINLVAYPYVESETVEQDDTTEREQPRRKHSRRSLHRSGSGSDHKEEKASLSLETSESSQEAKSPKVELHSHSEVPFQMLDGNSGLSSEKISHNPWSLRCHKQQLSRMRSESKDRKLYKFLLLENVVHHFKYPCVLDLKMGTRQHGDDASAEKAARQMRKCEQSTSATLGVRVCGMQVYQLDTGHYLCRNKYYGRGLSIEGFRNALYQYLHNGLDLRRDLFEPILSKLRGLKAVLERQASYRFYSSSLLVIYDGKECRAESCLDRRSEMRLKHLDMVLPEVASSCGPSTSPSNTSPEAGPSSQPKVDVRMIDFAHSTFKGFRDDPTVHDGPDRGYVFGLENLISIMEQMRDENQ
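ADP-Glo luminescence measures ADP made by human IP6K1 during a 2 h RT reaction with ATP/IP6 (mix at 1.3 mM/130 uM); top library doses 57.5 and 19.1 uM final.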
FLuc inh: Photinus pyralis luciferase inhibition | P08659 | purified P. pyralis luciferase, luminescence, biochemical | Potency, µM (series often up to 115 µM), for the others: top-dose activity change, negative = inhibition, hits mostly inhibitors | hit rate 2.5% among 76,000 | AID 1347043; also: potency is read from the fitted curve at half-maximal effect; nearly all actives have a fitted effect of over 65% in size
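Luminescence read by CCD imaging after purified firefly luciferase (10nM final) was added to substrate buffer holding 10uM D-luciferin and 10uM ATP, pH 7.5, pre-dosed with compound.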
GPT2 inh: GPT2 alanine aminotransferase inhibition; Q8TD30; Recombinant GPT2, coupled pyruvate oxidase/HRP Amplex Red fluorescence; Potency, µM (highest dose often 57.7 µM), without a hit: at the highest dose activity change, negative = inhibition, hits mostly inhibitors; hit rate 0.25% among 100,000; AID 1671188; also: potency is read from the fitted curve at half-maximal effect; nearly all actives have a fitted effect of over 60% in size; many of its hits are not listed in these tables
Target sequence (Q8TD30 whole entry, looked up): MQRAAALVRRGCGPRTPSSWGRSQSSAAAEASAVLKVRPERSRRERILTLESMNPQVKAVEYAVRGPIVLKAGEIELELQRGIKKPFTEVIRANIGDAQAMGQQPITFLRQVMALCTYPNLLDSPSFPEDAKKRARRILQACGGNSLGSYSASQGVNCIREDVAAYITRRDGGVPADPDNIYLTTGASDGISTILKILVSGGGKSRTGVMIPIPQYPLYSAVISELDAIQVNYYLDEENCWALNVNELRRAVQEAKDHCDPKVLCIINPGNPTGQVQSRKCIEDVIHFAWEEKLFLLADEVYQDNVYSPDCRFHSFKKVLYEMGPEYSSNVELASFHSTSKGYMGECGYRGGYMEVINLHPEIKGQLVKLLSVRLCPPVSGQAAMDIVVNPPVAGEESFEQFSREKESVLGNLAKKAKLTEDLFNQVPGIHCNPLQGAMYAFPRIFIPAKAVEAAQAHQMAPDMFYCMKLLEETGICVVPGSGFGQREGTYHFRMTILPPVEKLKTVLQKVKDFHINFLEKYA
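GPT2 10ng/uL, a-KG 250uM, L-Ala 2mM, HEPES pH7.5 + 0.0001% Tween; 30 min RT. Then Amplex mix (PO/HRP/ThPP), 30 min RT dark, fluorescence. AOA 50uM used as positive control.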
3T3 cytotox: kills NIH 3T3 cells; NIH 3T3 viability, CellTiter-Glo ATP luminescence, 48-72 h; Potency, µM (highest dose often 96.7 µM), for the others: at the highest dose activity change, negative = cytotoxicity, usual class: inhibitors; hit rate 4.3% among 94,000; also: potency is read from the fitted curve at half-maximal effect; nearly all actives have a fitted effect of over 55% in size
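NIH 3T3 cells at 400 cells/well received 23 nL of compound by pintool and were incubated 48 or 72 h at 37 °C. Viability was read as ATP-coupled CellTiter-Glo luminescence.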
SNCA expr inhib: SNCA gene expression inhibition; Potency, µM (series often up to 57.2 µM), for the others: top-dose activity change, negative = inhibition, actives largely listed as inhibitors; AID 1671194; HEK-293 SNCA-luciferase knock-in, luminescence, 24 h; hit rate 0.17% among 140,000;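 also: potency is read from the fitted curve at half-maximal effect; plate controls were DMSO cells for no effect and cell-free wells for full effect; nearly all actives have a fitted effect of over 45% in size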
HEK cytotox: HEK 293 cell cytotoxicity; HEK 293 viability, ATP luminescence (CellTiter-Glo), 48-72 h; Potency, µM (titrated, usually from 115 µM), for the others: at the highest dose activity change, negative = cytotoxicity, usual class: inhibitors; hit rate 6.6% among 94,000; AID 1345083; also: potency is read from the fitted curve at half-maximal effect; nearly all actives have a fitted effect of over 60% in size
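HEK 293 seeded at 250 cells/well receive compound via pintool. After 48 or 72 hr at 37 degree Celsius, 5% CO2 and 95% humidity, CellTiter-Glo is dispensed and luminescence read following 10 min at room temperature.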
HEK293 viab: cell viability loss counter-screen | HEK-293-SNCA-luc viability, GF-AFC fluorescence, 24 h | Potency, µM (highest dose often 57.1 µM), for inactives: at the highest dose activity change, negative = cytotoxicity, hits mostly cytotoxic | hit rate 0.12% among 150,000 | AID 1671193;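 also: potency is read from the fitted curve at half-maximal effect; 0% = DMSO-treated cells and -100% = medium-only wells without cells; nearly all actives have a fitted effect of over 30% in size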
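Cytotoxicity counterscreen: after 24 h compound treatment of genome-edited SNCA-luciferase HEK-293 cells, live-cell protease substrate GF-AFC read by fluorescence after 30 min; activity scaled between DMSO (0%) and medium-only (-100%), curves Hill-fitted.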
An asterisk follows results filed as active; i = inactive; ? = inconclusive; . = not tested or not shown; [ ] = dose if it differs, or a comment. Unless noted, calls follow the shape of the dose curve; as a rule, active = well fitted curve in the direction sought with a large enough effect; inconclusive = small, poorly fitted or top-dose-only effect, or another doubt; inactive = no such curve, though single readings can be large; an effect the other way counts as inactive or inconclusive. Unless noted, % is scaled to controls: 0 for no effect and ±100 for the full control effect. Some of the compounds tested (hit frequency here may not be typical).

SMILES	IP6K1 inhibitor	FLuc inh	GPT2 inh	3T3 cytotox	SNCA expr inhib	HEK cytotox	HEK293 viab
Cc1noc(C)c1CC(=O)NCCc1noc(-c2ccncc2)n1	1	-2%	i	-10%	-30%	35%[activator]	-20%[12.5 µM]
CCc1cccc(NC(=O)CN2C(=O)NC(c3ccccc3Cl)C3=C2COC3=O)c1 (centres undefined)	9	?	4%	?	-3%	?	-2%
O=C(Cc1ccsc1)NCc1nnc2ccc(-c3ccc(Cl)cc3)nn12	41	0%	i	-24%	5%	2%	-3%
CCCc1ccc(OC(=O)CSc2nnc(-c3cccs3)o2)cc1	10	.	.	.	7%	.	9%
CC(=O)N1Cc2ccccc2CC2(CCN(Cc3ccc(C(F)(F)F)nc3)CC2)C1	9	.	i	-18%	-29%	?	-6%
CC1(C)C[C@H](NCC2CCCCC2)[C@@]2(CCC(=O)NC3CC3)CC[C@](C)(O)C[C@@H]12	-9	1%[172 µM]	0%[88.5 µM]	0%[174 µM]	3%[87.6 µM]	-1%[172 µM]	4%[87.6 µM]
Cc1ccc(NC(=O)Nc2ccc(C)n(CC(=O)Nc3ccc4c(c3)OCO4)c2=O)cc1	-4	?	i	-29%	63%[activator]	-29%	-2%
CN(C)[C@@H]1C(=O)C(C(=O)NCN2CCCC2)=C(O)[C@@]2(O)C(=O)C3=C(O)c4c(O)cccc4[C@@](C)(O)C3C[C@@H]12 (some centres undefined)	-6	.	?	.	-18%[25.6 µM]	.	-33%[23.9 µM]
O=C(c1ccccc1)N1CCC(Cc2nc(C3CCOCC3)no2)CC1	-9	2%	-1%	-29%	-25%	-23%	0%
CCc1ccc(NC(=O)Cn2c(=O)c(-c3noc(CC)n3)c3n(c2=O)CCCC3)cc1	-1	-2%	-5%	?	-10%	?	-5%
CCn1cc2nc(SCC(=O)Nc3ccc(OC)c(OC)c3)n(Cc3ccc(Cl)cc3)c(=O)c2n1	-2	.	.	.	-8%	.	?
Cc1cccc(Cn2c(SCc3ccc(C(=O)NC4CCCCC4)cc3)nc3ccncc32)c1	2	.	.	.	35%[activator]	.	14%
CCOc1ccc(C2Cn3nnc(-c4nc(CC)no4)c3CO2)cc1 (centres undefined)	5	-7%	-7%	-28%	?	?	2%
CCc1noc(-c2ccn3c(CNC(=O)Cc4ccccc4OC)nnc3c2)n1	1	4%	2%	-14%	-8%	-26%	2%
CCNC(=O)[C@@H]1CCCN1C(=O)[C@H](CCCN=C(N)N)NC(=O)[C@H](CC(C)C)NC(=O)[C@@H](CC(C)C)NC(=O)[C@H](Cc1ccc(O)cc1)NC(=O)[C@H](CO)NC(=O)[C@H](Cc1c[nH]c2ccccc12)NC(=O)[C@H](Cc1cnc[nH]1)NC(=O)[C@@H]1CCC(=O)N1	10	.	1%[27.3 µM]	.	.	.	-12%[23.9 µM]
Cc1ccc(-c2noc([C@@H]3Cc4nc[nH]c4CN3Cc3ccc(CO)o3)n2)cc1	-3	63µM*	3%[88.5 µM]	-10%[174 µM]	?	-19%[172 µM]	-2%[87.6 µM]
COCCc1noc(C2Cc3ccccc3N2C(=O)Nc2ccc(OC)c(OC)c2)n1 (centres undefined)	10	-10%	5%	i	41%[activator]	-1%	7%
CCN1C(=O)C(CC(=O)NCC2CCCO2)Sc2ncccc21 (centres undefined)	20	-3%	i	-17%	15%	-8%	16%
CCCN1C(=O)NC(CC(=O)N2CCC(O)(c3ccc(C)cn3)CC2)C1=O (centres undefined)	8	7%	4%	-23%	3%	-16%	3%
CC(C)OCCCNc1ncnc2sc3c(c12)CCCC3	5	.	.	.	45%[activator]	.	-6%
CC(C)Oc1ccc(CNC(=O)c2ccc(NC(=O)N3CC(C)Sc4ccccc43)cc2)cc1 (centres undefined)	19	.	.	.	23%	.	10%
Cn1cc(CN2CCOc3cc([S+](=O)([O-])Nc4ccccc4)ccc3C2)cn1	-7	-2%[172 µM]	3%[88.5 µM]	-21%[138 µM]	-15%[87.6 µM]	?	-10%[87.6 µM]
CC(=O)Cn1nnc2sc(-c3ccccc3)cc2c1=O	-7	.	.	.	75%[activator]	.	0%
CC1CCc2c(sc(NC(=O)C3c4ccccc4Oc4ccccc43)c2C#N)C1 (centres undefined)	5	.	.	.	-19%	.	-7%

Structures above that have a Cl atom, in the order listed:
SMILES	IP6K1 inhibitor	FLuc inh	GPT2 inh	3T3 cytotox	SNCA expr inhib	HEK cytotox	HEK293 viab
CCc1cccc(NC(=O)CN2C(=O)NC(c3ccccc3Cl)C3=C2COC3=O)c1 (centres undefined)	9	?	4%	?	-3%	?	-2%
O=C(Cc1ccsc1)NCc1nnc2ccc(-c3ccc(Cl)cc3)nn12	41	0%	i	-24%	5%	2%	-3%
CCn1cc2nc(SCC(=O)Nc3ccc(OC)c(OC)c3)n(Cc3ccc(Cl)cc3)c(=O)c2n1	-2	.	.	.	-8%	.	?

Later entries
SMILES	IP6K1 inhibitor	FLuc inh	GPT2 inh	3T3 cytotox	SNCA expr inhib	HEK cytotox	HEK293 viab
CC(=O)N1C[C@@H]2CCCN3CCC[C@@H]([C@H]23)[C@H]1CCCC(=O)NCCc1nc2ccccc2n1C	-9	7%	-4%	i	?	6%	-3%
CC(C)c1ccc(Nc2nc3ccc(C(=O)c4ccccc4)cc3n3cnnc23)cc1	15	.	.	.	8%	.	12%
CCOC1CCOC2(CCN(C(=O)NCc3ccc(OC)cc3)CC2)C1 (centres undefined)	0	.	1%	-9%	3%	0%	2%
O=C(CC1CCN(C(=O)C2CCC2)C1)NCc1ccccc1 (centres undefined)	-11	-11%	i	-14%	6%	-15%	-3%[12.5 µM]
Cc1ccccc1S(=O)(=O)N1CCn2nnc(CCC(=O)NC3CC3)c2C1	-6	-9%	i	-1%	3%	3%	-8%
Cc1c(C(C)NC(=O)c2cc(C(C)C)[nH]n2)cnn1-c1ccccn1 (centres undefined)	4	-2%	-7%	-27%	-4%	-14%	-11%
Cc1cccc(-n2ccnc2SCC(=O)Nc2ccc3c(c2)OCO3)c1	-2	.	.	.	86%[activator]	.	-5%
N#Cc1cccc(CN[C@@H]2CO[C@H](CNC(=O)C3CC3)[C@H]2O)c1	-1	-3%[172 µM]	?	-16%[174 µM]	?	-13%[172 µM]	-5%[87.6 µM]
CCOC(=O)C1(Cc2ccc(Cl)cc2)CCNCC1	3	2%	i	?	-16%	?	-9%
CS(=O)(=O)N1C[C@H]2CCN(C(=O)c3ccncc3F)C[C@H]21	20	-3%	i	4%	?	3%	6%[12.5 µM]
Cc1cc(Cl)ccc1OCC(=O)N1[C@@H]2CC[C@H]1CC(NC(=O)c1ccc(F)cc1)C2 (some centres undefined)	19	-5%	0%	-29%	-13%	?	7%
CC(CNc1nc2ccccc2c2nc(-c3ccccc3)nn12)c1ccccc1 (centres undefined)	7	.	.	.	12%	.	5%

Record cards, from the list above.
Listed for CC(CNc1nc2ccccc2c2nc(-c3ccccc3)nn12)c1ccccc1 (centres undefined) → IP6K1 inhibitor = 7; FLuc inh = .; GPT2 inh = .; 3T3 cytotox = .; SNCA expr inhib = 12%; HEK cytotox = .; HEK293 viab = 5%
Listed for Cc1cccc(-n2ccnc2SCC(=O)Nc2ccc3c(c2)OCO3)c1 → IP6K1 inhibitor = -2; FLuc inh = .; GPT2 inh = .; 3T3 cytotox = .; SNCA expr inhib = 86%[activator]; HEK cytotox = .; HEK293 viab = -5%

(continued)
SMILES	IP6K1 inhibitor	FLuc inh	GPT2 inh	3T3 cytotox	SNCA expr inhib	HEK cytotox	HEK293 viab
O=C1c2[nH]nc(-c3ccccc3O)c2C(c2ccccc2F)N1Cc1ccncc1 (centres undefined)	22	.	.	.	15%	.	-5%
NC(=O)C1CCN(c2cc(-c3noc([C@@H]4CCCN4Cc4ccc(F)c(F)c4)n3)ccn2)CC1	16	-2%	-16%	-25%	0%	?	-12%
CO[C@H]1[C@H](NC(=O)C2CCN(C(C)=O)CC2)c2ccccc2C12CCNCC2	10	1%	-7%	-2%	23%	-2%	1%
CCc1ccc2occ(CC(=O)Nc3nnc(C)s3)c2c1	-1	.	.	.	31%[activator]	.	10%
O=c1ccc(-c2cc(-c3cccc(C(F)(F)F)c3)cn3cncc23)c[nH]1	-7	1%[172 µM]	-4%[88.5 µM]	?	6%[87.6 µM]	?	-5%[87.6 µM]
Cc1nc(CC2CCN(C(=O)c3ccco3)CC2)n[nH]1	-21	3%	i	1%	-19%	-3%	-2%
Cc1nc(S(=O)(=O)N2CCN(c3ccc(Cl)cc3)CC2)cn1C	2	.	.	.	11%	.	2%
NC(=O)[C@@H](Cc1c[nH]c2ccccc12)NC(=O)[C@H]1CN(C(=O)C2CCNCC2)CCN1C(=O)C1CCNCC1	3	2%	1%	-8%	-16%	-6%	8%
CCC1CN(Cc2cn(-c3ccccc3C)nc2-c2ccc(OC)c(F)c2)CCO1 (centres undefined)	-7	1%	?	?	6%	?	-6%
